# Source: PubChem BioAssay (Broad Institute)
# MEX-5 binding: MEX-5 zinc finger RNA-binding disruptors – biochemical, C. elegans, fluorescence polarization, MLPCN library, primary screen; Zinc finger protein mex-5 (Caenorhabditis elegans), Q9XUB2; MEX-5/FITC-TCR2 RNA binding; hits give low values; activity score (negative = inhibition of binding), % at 10 µM; actives 0.38% (n = 300,000); AID 1832, 2009;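 active means inhibition past about -25% in most replicates, and total fluorescence under double the plate's negative control median, limit read from the data; inconclusive means replicates evenly split on the limit, or fluorescence at least double controls; inactive means too little inhibition in most replicates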;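 further: 0% = DMSO and -100% = 5 µM competing unlabeled TCR2 RNA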
# Target sequence (Q9XUB2 whole entry, looked up): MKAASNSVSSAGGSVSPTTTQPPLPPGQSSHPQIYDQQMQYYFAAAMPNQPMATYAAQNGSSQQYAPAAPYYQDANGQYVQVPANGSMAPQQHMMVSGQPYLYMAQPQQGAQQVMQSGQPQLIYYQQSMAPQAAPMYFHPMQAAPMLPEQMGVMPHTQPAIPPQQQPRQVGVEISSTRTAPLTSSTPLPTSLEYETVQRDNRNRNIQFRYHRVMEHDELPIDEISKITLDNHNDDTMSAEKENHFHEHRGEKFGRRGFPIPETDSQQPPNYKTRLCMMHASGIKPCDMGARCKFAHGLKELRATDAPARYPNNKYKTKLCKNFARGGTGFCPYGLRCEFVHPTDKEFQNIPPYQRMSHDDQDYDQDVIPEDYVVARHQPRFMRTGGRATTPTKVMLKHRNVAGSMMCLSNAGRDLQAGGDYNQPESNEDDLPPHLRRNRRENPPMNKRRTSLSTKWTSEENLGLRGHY
# Starred values were filed as active, the others as inactive; ? = inconclusive. Only part of the results is shown, so the mix of outcomes need not match the whole.
MEX-5 binding,Molecule
0.3,C#CCOCCOCCOCCNc1nc(N2CCN(C(=O)[C@H]([C@@H](C)CC)n3cc(CCCN=C(N)N)nn3)CC2)nc(N2CCN(C(=O)[C@H]([C@@H](C)CC)n3cc(CCCN=C(N)N)nn3)CC2)n1
-0.4,Cc1nc(N)nc(N)c1/C=C/C(C)(C)c1ccc(Cl)cc1
2.5,OC(CNCc1ccco1)COc1ccccc1 (stereo not drawn)
?,Nc1ccc2c3c(cccc13)C(=O)N(c1ccccc1)C2=O
0.4,Cc1nn(-c2ncc(C(F)(F)F)cc2Cl)c(=O)n1-c1ccccc1Cl
-0.6,Cc1cc(Cl)ccc1NC(=S)Nc1ccccn1
0.8,CCCCN(C(=O)c1ccc(S(=O)(=O)N2CCCCC2)cc1)C1CCS(=O)(=O)C1 (stereo not drawn)
0.3,CCCCCc1ccc(OCCOCCn2c[n+](C)c3ccccc32)c(CCCCC)c1
1.3,O=C(c1cc(-c2ccccn2)nc2ccc(Br)cc12)N1CCc2ccccc2C1
-0.4,Cc1cccc(CN2CCN(CC(=O)O)C2=O)c1
0.1,CCOc1ccc(/C=N/NC(=O)C(=O)N2CCCCCC2)c2ccccc12
3.4,Cc1cccc2cc(CN(CC3CCCO3)C(=O)c3cnccn3)c(=O)[nH]c12 (stereo not drawn)
0.5,CN(CC1CCOCC1)C(=O)CC1C(=O)NCCN1Cc1cccc(C(F)(F)F)c1 (stereo not drawn)
-12.8,N#CC(C(=O)OC1CCCCC1)c1nc2ccccc2nc1N1CCCCC1 (stereo not drawn)
-1.4,C=CCOc1ccccc1CN1CCC(n2nccc2NC(=O)C2CC2)CC1
-0.1,CCN(CCCNC(=O)CCNC(=O)Cn1ccc2ccccc2c1=O)c1ccccc1
-4.4,CCN(CC)c1ccc(/C=N/NC(=O)c2cnccn2)cc1
-1.0,COC(=O)c1cc(OC)c(OC)cc1NC(=O)c1cccnc1
1.4,Cc1ccc(C(=O)NCCN2CCN(C(=O)c3ccc(C)c(C)c3)CC2)cc1C
-0.6,O=C(CN1CCN(Cc2ccc3c(c2)OCO3)CC1)Nc1ccc2c(c1)OCCO2
-3.7,CN(C)S(=O)(=O)c1cccc(NC(=S)Nc2cccc3cnccc23)c1
-2.1,Cc1ccc2nc(-c3ccc(NC(=O)CNC4CC4)cc3)sc2c1
-1.3,CCOc1ccc(CN2CCN(c3cc(C)nc4c5c(C)cc(C)nc5nn34)CC2)cc1
1.2,CSc1ccc(OCC(=O)Nc2ccc(N3CCOCC3)c(Cl)c2)cc1
1.3,Brc1ccc(Cn2c(-c3ccc(Br)o3)nc3ccccc32)o1

# Six compounds from above, arranged by the number in MEX-5 binding, ascending.
MEX-5 binding,Molecule
-3.7,CN(C)S(=O)(=O)c1cccc(NC(=S)Nc2cccc3cnccc23)c1
-0.4,Cc1cccc(CN2CCN(CC(=O)O)C2=O)c1
0.1,CCOc1ccc(/C=N/NC(=O)C(=O)N2CCCCCC2)c2ccccc12
0.4,Cc1nn(-c2ncc(C(F)(F)F)cc2Cl)c(=O)n1-c1ccccc1Cl
2.5,OC(CNCc1ccco1)COc1ccccc1 (stereo not drawn)
3.4,Cc1cccc2cc(CN(CC3CCCO3)C(=O)c3cnccn3)c(=O)[nH]c12 (stereo not drawn)

# Returning to the listing, starting 2 compounds before the break.
MEX-5 binding,Molecule
1.2,CSc1ccc(OCC(=O)Nc2ccc(N3CCOCC3)c(Cl)c2)cc1
1.3,Brc1ccc(Cn2c(-c3ccc(Br)o3)nc3ccccc32)o1
-1.6,CC(C)(C)c1ccc(Cn2nnc3c(=O)[nH]c(C4CCN(C(=O)c5ccco5)CC4)nc32)cc1
-2.2,CCc1ccccc1NC(=O)c1cnccn1
-0.4,CCOC(=O)N=Nc1c2ccccc2c2nc3no[nH]c3nc12
0.7,COC(=O)COc1ccc(S(=O)(=O)Nc2cc(OC)ccc2OC)cc1
0.5,COc1ccc(/C=C\c2nc(=O)c3ccccc3o2)cc1
-42.4*,Cc1ccc(N=Cc2nc(-c3ccc(C)cc3)oc2O)cc1
-0.7,CC(=O)NC1CC(C)(C)N(OC(C)=O)C(C)(C)C1
2.6,COc1cc(NCc2ccccc2O)c2ncccc2c1
0.0,COc1cc(C(=O)N(C)c2nnc(-c3cccnc3)s2)cc(OC)c1OC
-2.1,Cc1cc(CNC(=O)COc2ccccc2)c2ccccc2n1
1.5,O=C(NCCN1CCN(c2ccccc2F)CC1)c1ccc2nc3ccccc3c(=O)n2c1
2.5,Cc1cc(NS(C)(=O)=O)c(=O)n(Cc2cccc(F)c2)c1
0.9,COC(=O)c1cc(NC(=O)CSc2ncn[nH]2)ccc1Cl
-0.2,CCOc1ccc2[nH]c(=O)c(CN(Cc3ccco3)C(=O)c3ccc(Br)cc3)cc2c1
0.3,COC(C[C@@H]1O[C@@H]1[C@@H](O)[C@H](C)OCc1ccccc1)OC
-0.4,CCCCCCc1nc2ccccc2c(=O)n1NC(=O)c1c(O)c2cccc3c2n(c1=O)CCC3
2.0,Cc1ccc(C(=O)NC2CC3CCCC(C2)N3C(=O)NC2CCCCC2)cc1 (stereo not drawn)
0.6,Cc1ccc(CNC(=O)C2CCC(=O)N(CCc3cccc(F)c3)C2)s1 (stereo not drawn)
-1.9,Cc1c(Cc2ccccc2)c(=O)oc2c(O)c(O)ccc12
-0.5,O=C(O)/C=C/c1cnn(-c2ccccc2)c1
1.2,COc1cc(OC)cc(C(=O)N(Cc2nc(-c3cccc(C)c3)no2)C(C)C)c1
-2.2,O=C(CSc1nc(N2CCCCC2)nc(N2CCCCC2)n1)N1CCN(c2ccccc2)CC1
0.2,Cc1ccccc1N(C(=O)CCC(=O)Nc1ccccn1)C(C(=O)NC(C)C)c1ccc(O)cc1 (stereo not drawn)
-2.7,O=C(CCCN1C(=O)c2ccccc2C1=O)NC1=NCCS1
1.5,Cc1c(C(=O)NCc2cccnc2)sc2ncn(CC(=O)N3CCCCC3C)c(=O)c12 (stereo not drawn)
-0.9,CCCc1cc(=O)[nH]c2nnc(SCC(=O)Nc3nnc(CC)s3)n12
1.9,CCOc1nc(-c2ccc(C)cc2)ccc1-c1noc(-c2cccnc2)n1
0.1,Cc1ccc(S(=O)(=O)Cc2cn3cccnc3n2)cc1
-6.5,Cc1cc(-c2ccc(Br)s2)nc(-n2cccc2)n1
-0.8,CCC(C)NC(=S)Nc1ccccc1 (stereo not drawn)
1.4,CC(C)OC(=O)C(C)Nc1n[nH]c(=S)[nH]c1=O (stereo not drawn)
1.1,C/C=N/N(c1ccccc1)c1ccccc1
-2.7,O=C(Nc1cccc(O)c1)c1ccc(S(=O)(=O)N2CCCCCC2)cc1
0.2,Cc1ccc(C)c(N(CC(=O)NCc2ccco2)C(=O)CCC(=O)Nc2ccccn2)c1
0.3,CCN(C(C)=O)c1nnc(CSc2nc3ccccc3s2)s1
-0.3,O=C1NN(c2ccccc2)C(=O)/C1=C\c1ccc(-c2cc([N+](=O)[O-])ccc2O)o1
-0.4,CCOC(=O)N1CCC(NC(=O)C(NC(=O)C2CCC(C)CC2)C(C)CC)CC1 (stereo not drawn)
2.7,Cc1ccc(C(CNS(=O)(=O)c2cc(F)ccc2F)N2CCN(C)CC2)cc1 (stereo not drawn)
0.1,O=C1C2C3c4ccccc4C(c4ccccc43)C2C(=O)N1c1ccncc1 (stereo not drawn)
0.5,COc1ccc(NCC(=O)N/N=C2\CCCC(C)C2)cc1 (stereo not drawn)
0.8,CC(C)n1nnnc1SCC(=O)Nc1cccc(F)c1
0.2,O=c1[nH]c(C2CCN(S(=O)(=O)c3cccc(Cl)c3)CC2)nc2c1nnn2Cc1ccccc1
2.5,CCOC(=O)c1cccc(-n2c(-c3ccc(OC)cc3)nc3nc4ccccc4nc32)c1
-4.3,CC(=O)N1CCc2c(sc(NC(=O)c3ccc([N+](=O)[O-])o3)c2C#N)C1
0.7,COC(=O)[C@@H]1CC[C@H](C)[C@@H](c2ccc(C)cc2)N1C(=O)c1ccc(/C=N/OC[C@@H](O)COCc2ccco2)cc1
-0.9,O=C(O)c1cc(-c2ccco2)nn1-c1ccc(Cl)cc1
5.9,FC(F)(F)c1ccc(CN2C[C@@H]3C(c4ccccc4)C4(c5ccccc5)CC3(C4)[C@H]2c2ccccc2)cc1 (stereo partly drawn)
-1.5,Cc1ccc2cc(CN(CCN3CCOCC3)C(=O)NCc3ccccc3)c(=O)[nH]c2c1C
-0.3,COc1ccc(-c2cc(C(F)(F)F)nc(S(=O)(=O)CCCC(=O)Nc3cccc(O)c3)n2)cc1OC
-3.2,CC(=O)Nc1ccc(NC2=C(Cl)C(=O)c3ccccc3C2=O)cc1

# (further entries)
MEX-5 binding,Molecule
-0.6,O=C(/C=C/c1ccc(Cl)c([N+](=O)[O-])c1)Nc1ccc(NC(=O)c2ccco2)cc1
-0.8,Nc1o[nH]c(=O)c1Cc1ccccc1
-1.4,COc1ccc(C(=O)NC(C)c2nc3ccccc3[nH]2)cc1OC (stereo not drawn)
1.9,COC(=O)c1ccc(OCC(O)CN2C(=O)NC(C)(C)C2=O)cc1 (stereo not drawn)
1.6,CNC(=O)NC(=O)CSc1nc(-c2cccs2)c(C#N)c(=O)[nH]1
5.2,Cc1ccc(-c2nc3c(c(=O)[nH]c(=O)n3Cc3ccccc3)n2Cc2ccccc2)o1
1.8,Cc1ccccc1OCC(=O)Nc1ccc(S(=O)(=O)N2CCOCC2)cc1
0.0,COc1cc2c(cc1NC(=O)COC(=O)Cn1cnc3ccccc31)oc1ccccc12
3.5,COc1ccccc1-c1c(C#N)c(SCC(=O)N2CCCC2)nc(C)c1C(N)=O
0.5,O=C(CSc1nc(NS(=O)(=O)c2ccccc2)cc(=O)[nH]1)Nc1cccc(C(F)(F)F)c1
-1.2,COc1ccc(C2=NN(C(=O)c3ccccc3)C(c3ccc(OC)c(OC)c3)C2)cc1OC (stereo not drawn)
0.8,CCCN1C(=O)/C(=C\C=C2\N(CC)c3ccccc3C2(C)C)SC1=S
4.2,Cc1nn2c(N3CCOCC3)cc(C(C)(C)C)nc2c1-c1ccc(Cl)cc1
-0.1,COc1cc2c(cc1NC(=O)Cn1cnc3c1c(=O)n(C)c(=O)n3C)oc1ccccc12
4.9,CCCc1cc(=O)oc2c(C)c(OC3CCCCC3=O)ccc12 (stereo not drawn)
0.0,OCCNCc1cc(Br)ccc1OCc1ccc(Cl)cc1Cl
15.7,Cc1cc(=O)[nH]c2c(N=Nc3ccc(O)cc3)c(N)nn12
-2.0,COc1ccc(C(=O)/C=C/C(=O)N(CC(=O)NC2CCCCC2)Cc2ccccc2)c(O)c1
0.3,COc1ccc(-c2cc(C(F)(F)F)nc(SCC(=O)N3CC(C)OC(C)C3)n2)cc1OC (stereo not drawn)
2.2,COc1cccc(CN2CCC(Oc3ccc(C(=O)NCc4ccccn4)cc3)CC2)c1O
0.8,O=c1c2ccccc2cnn1-c1nc2ccccc2[nH]1
-3.3,CCOc1ccc(C2C(C(=O)c3ccco3)=C(O)C(=O)N2CCN(C)C)cc1 (stereo not drawn)
0.1,COc1ccc(CC(=O)Nc2cccc(SC)c2)cc1OC
-1.0,C=CCn1c(=S)[nH]c2scc(-c3cccs3)c2c1=O
5.3,COc1ccc([C@@H]2[C@H]3CN(C(C)=O)CC=C3C(C#N)=C(N)C2(C#N)C#N)c2ccccc12
2.0,O=C(c1cccc(OC2CCN(Cc3ccc(F)cc3)CC2)c1)N1CCCC1

# 4 compounds drawn at random from those above:
MEX-5 binding,Molecule
-0.1,COc1cc2c(cc1NC(=O)Cn1cnc3c1c(=O)n(C)c(=O)n3C)oc1ccccc12
1.9,COC(=O)c1ccc(OCC(O)CN2C(=O)NC(C)(C)C2=O)cc1 (stereo not drawn)
1.6,CNC(=O)NC(=O)CSc1nc(-c2cccs2)c(C#N)c(=O)[nH]1
15.7,Cc1cc(=O)[nH]c2c(N=Nc3ccc(O)cc3)c(N)nn12

# Looked up above:
# Cc1ccc(S(=O)(=O)Cc2cn3cccnc3n2)cc1 | MEX-5 binding: 0.1
# CCCc1cc(=O)[nH]c2nnc(SCC(=O)Nc3nnc(CC)s3)n12 | MEX-5 binding: -0.9
# COc1ccc(C2=NN(C(=O)c3ccccc3)C(c3ccc(OC)c(OC)c3)C2)cc1OC (stereo not drawn) | MEX-5 binding: -1.2
# Cc1cc(Cl)ccc1NC(=S)Nc1ccccn1 | MEX-5 binding: -0.6
# Cc1ccc(C(=O)NC2CC3CCCC(C2)N3C(=O)NC2CCCCC2)cc1 (stereo not drawn) | MEX-5 binding: 2.0
